# Bioassay records from PubChem.
# p53ts 39C kill: p53ts cell cytotoxicity, nonpermissive temperature; Potency, µM (top dose mostly 46.1 µM), without a hit: at the top dose activity change, negative = cell killing, usual class: cytotoxic; AID 902; H1299-p53A138V viability at 39C, ATP luminescence, 24 h; hit rate 1.5% among 130,000; also: nearly all actives have a fitted effect of over 55% in size
# Peg3 imprint: genomic imprint erasure induction; hit rate 0.02% among 110,000; Potency, µM (doses to about 60.7 µM), for inactives: at the top dose activity change, positive = activation, actives largely listed as activators; mouse ES Peg3-LacZ reporter, beta-gal luminescence, 40 h; AID 1948;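 also: 0% = negative control wells on the plate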
#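 Readout: BetaGlo luminescence (5 min, room temp) for LacZ from the normally silent maternal Peg3 allele in female Peg3LacZ-Neo ES cells. Cells 300/well, 40 h, 37C, 5% CO2. Data normalized per plate to negative controls.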
# p53ts 32C kill: p53ts cell cytotoxicity, permissive temperature. H1299-p53A138V at 32C, ATP luminescence viability, 24 h. Potency, µM (series often up to 46.1 µM), inactives show top-dose activity change, negative = cytotoxicity, most hits filed as cytotoxic. hit rate 0.93% among 130,000;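 also: 0% = DMSO and -100% = full killing by reference compound; nearly all actives have a fitted effect of over 55% in size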
#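 Viability by ATPlite luminescence after 24 h compound treatment (up to 46 uM) at the permissive 32C. Cells are H1299 carrying p53 A138V. Scale runs from DMSO basal to 100 uM tamoxifen as full kill; AC50 from Hill fits.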
# IkB signaling: IkB pathway inhibition in ABC-DLBCL cells; Potency, µM (titrated, usually from 57.1 µM), without a hit: at the highest dose IkBa stabilization activation; AID 445; hit rate 0.04% among 110,000; ABC-DLBCL IkBa-CBG/CBR dual luciferase ratio, 4 h; response scale: scaled: untreated 0%, proteasome inhibitor 100%; active = well fitted curve in the direction sought with a large enough effect in the signal ratio, not every such curve was filed as active; inconclusive = small, poorly fitted or top-dose-only effect, or a change in a side signal; the % refers to the signal ratio;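 also: the direction sought is a rising ratio; 0% = basal untreated cells and 100% = reference inhibitor full response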
#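 Curves were fitted separately to fusion (green), unfused (red) and ratio luminescence, then classed by r2, magnitude and activity. Cells: OCI-Ly3, 4 h compound plus doxycycline at 37C; 10 uM MG-132 defined full response.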
# * = called active by the depositor; ? = inconclusive; · = not tested or not shown; [ ] = remark or other dose. Unless noted, calls follow the shape of the dose curve; as a rule, active = well fitted curve in the direction sought with a large enough effect; inconclusive = small, poorly fitted or top-dose-only effect, or another doubt; inactive = no such curve, though single readings can be large; an effect the other way counts as inactive or inconclusive. Unless noted, % is scaled to controls: 0 for no effect and ±100 for the full control effect; potency is read from the fitted curve at half-maximal effect.
1. CCC1SC2=NC(C)=C(C(=O)OC)C(c3ccc(C(=O)OC)cc3)N2C1=O (stereo not drawn)
2. COc1ccc(OC)c(CNC(=O)c2c3c(nc4ccccc24)C(=O)N(C2CCCCC2)C3)c1
3. O=C(O)c1ccccc1COc1ccccc1Cl
4. Cc1ccc(-c2nc3cc(Cl)ccc3o2)cc1NC(=O)c1cc2ccccc2o1
5. CCOC(=O)c1c(NC(=O)c2cccs2)sc2c1CCN(C(=O)OCC)C2
6. CCc1nn(CC(=O)NCCC(C)C)c(=O)c2cc3occc3n12
assay / entry | 1 | 2 | 3 | 4 | 5 | 6
p53ts 39C kill | -7% | ? | ? | -10% | -1% | 9%
IkB signaling | · | ? | -5.7% | ? | ? | 0.7%
Peg3 imprint | · | -16%[10.9 µM] | -36%[inhibitor] | -6%[10.9 µM] | -12% | 8%[10.9 µM]
p53ts 32C kill | 11% | -9% | ? | -4% | 7% | -1%

7. CC1(C)Oc2nc3ccccc3n2/C1=C\C#N
8. COc1ccc(OC)c(-c2ccccc2/C=N/NS(=O)(=O)c2ccc(C)cc2)c1
9. CCC(=O)N1CCc2cc(Br)cc(S(=O)(=O)CCC(=O)Nc3ccc(C)c(C)c3)c21
10. CCCS(=O)(=O)c1c(S(=O)(=O)CCC)c2c(N)cccn2c1C(=O)c1ccc(F)cc1
11. Cc1noc(C)c1S(=O)(=O)N1CCC(C(=O)N2CCN(C(=O)c3ccco3)CC2)CC1
12. COc1ccccc1CNC(=O)C1CCCN(S(C)(=O)=O)C1 (stereo not drawn)
assay / entry | 7 | 8 | 9 | 10 | 11 | 12
p53ts 39C kill | 33%[activator] | -3%[9.22 µM] | 14% | 23% | -7% | -4%
IkB signaling | · | · | -2.2% | ? | -1.0% | 1.8%
Peg3 imprint | · | · | -11%[10.9 µM] | 17% | -14% | 4%
p53ts 32C kill | 10% | 7%[9.22 µM] | 2% | 11% | 10% | -19%

13. O=C(Cn1cc(S(=O)(=O)N2CCN(c3ccccc3F)CC2)c2ccccc2c1=O)Nc1cccc(C(F)(F)F)c1
14. O=C(NCCC1=CCCCC1)c1ccc2c(c1)ncn2-c1ccc(F)c(F)c1
15. CCCCn1c(SCC(=O)NCc2ccc(C)cc2)nc2c(sc3ccccc32)c1=O
16. Cn1cc(S(=O)(=O)N2CCCCC2)cc1C(=O)Nc1cccc(C#N)c1
17. COc1ccc(NC(=O)c2cnn(-c3ccc(C)cc3)c2-n2cccc2)cc1Cl
18. COc1ccc(/C=C/c2noc(-c3ccccc3O)n2)cc1OC
assay / entry | 13 | 14 | 15 | 16 | 17 | 18
p53ts 39C kill | -21% | -1% | -12% | -2% | 2% | 7%
IkB signaling | ? | -3.2% | 0.5% | 2.7% | ? | 5.9%
Peg3 imprint | -6%[10.9 µM] | -10%[10.9 µM] | -11%[10.9 µM] | 21%[10.9 µM] | -4%[10.9 µM] | -6%[10.9 µM]
p53ts 32C kill | 7% | 0% | 1% | 10% | -2% | -7%

19. CC(=O)Nc1ccc(S(=O)(=O)N2C3CCCC2CC(NC(=O)C2CCCCC2)C3)cc1 (stereo not drawn)
20. Nc1c(Br)cc(Br)c(N2CCCC2=O)c1Br
21. CC(C)c1nc(SCC(=O)NCc2ccc3c(c2)OCO3)c2c(=O)n(C)c(=O)n(C)c2n1
22. CCOC(=O)[C@]1(C(NC(=O)OC)c2ccco2)CCCC1=O (stereo partly drawn)
23. COc1cc(NC(=O)C2COc3ccccc3O2)c(OC)cc1Cl (stereo not drawn)
24. Cc1csc(NC(=O)CCS(=O)(=O)c2ccc(Br)cc2)n1
assay / entry | 19 | 20 | 21 | 22 | 23 | 24
p53ts 39C kill | -6% | -14% | -2% | 14%[9.22 µM] | -11% | -2%
IkB signaling | 1.4% | -2.9% | 0.1% | · | 2.6% | 1.5%
Peg3 imprint | -6% | 13% | -3% | · | · | -11%
p53ts 32C kill | 0% | -14% | -12% | 5%[9.22 µM] | -7% | 10%

25. O=S(=O)(Nc1nc2c(s1)CCCC2)c1ccc(Br)cc1
26. O=C1CCc2cc(S(=O)(=O)NCc3ccccc3)cc3c2N1CC3
27. Cc1ccc(NC(=O)Cn2c(=O)n(CCCCC(=O)NCCc3ccccc3)c(=O)c3ccccc32)c(C)c1
28. Cc1ccc(-c2nnn(CC(=O)N(Cc3cccs3)C(C(=O)NC(C)(C)C)c3ccc(C)o3)n2)o1 (stereo not drawn)
29. COc1ccc(-c2nn3c(-c4ccccc4)nnc3c3ccccc23)cc1
30. COc1cccc(CNC(=O)Cn2c(=O)cc(C(F)(F)F)c3c(C)nn(C)c32)c1OC
assay / entry | 25 | 26 | 27 | 28 | 29 | 30
p53ts 39C kill | 18% | 11% | 10% | -9% | 15% | 6%
IkB signaling | · | ? | ? | 0.6% | ? | 2.2%
Peg3 imprint | · | -6%[10.9 µM] | -10%[10.9 µM] | -12% | -11%[10.9 µM] | -1%[10.9 µM]
p53ts 32C kill | 13% | -7% | 4% | 3% | 14% | -3%

31. O=C(O)C1CCCCC1C(=O)NCc1cn2ccccc2n1 (stereo not drawn)
32. CON(C)c1nc(OCCNC(=O)OCc2ccc(Cl)cc2Cl)nc(N(C)C)n1
33. COc1cccc(CNC(=O)C2CCN(Cc3cc4ccccc4n3Cc3ccc(C)cc3)CC2)c1
34. OC(Cn1ccnc1)c1ccc(Cl)cc1Cl (stereo not drawn)
35. Cc1cc2nc(C)n3c4ccccc4nc3n2n1
36. Cc1c(C(=O)OC2CCCCCC2)[nH]c2c1C(=O)CC(c1ccc(Cl)cc1)C2 (stereo not drawn)
assay / entry | 31 | 32 | 33 | 34 | 35 | 36
p53ts 39C kill | 2% | 3% | -6% | -4% | -7% | 4%
IkB signaling | -0.8% | 4.3% | -2.3% | 1.3% | 1.1% | 3.1%
Peg3 imprint | -7% | -13% | -17%[10.9 µM] | -4% | -15% | -5%[10.9 µM]
p53ts 32C kill | -6% | -1% | 21% | 5% | -13% | -2%

37. O=C(Cn1cc(SCc2ccccc2)c2ccccc21)N1CCCCC1
38. Cc1cc(Nc2ccc(N3CCC(C)CC3)cc2)n2ncnc2n1
39. NS(=O)(=O)c1cc2c(cc1Cl)=NC(CCC(=O)O)=NS=2(=O)O
40. COc1cccc(-n2c(=O)c3c4c(sc3n(Cc3ccc(C)cc3)c2=O)CCCC4)c1
41. Cn1cccc1C(=O)N1CCC2(CC1)CN(C(=O)Nc1cccc(C#N)c1)C2
42. Cc1ccc(-n2c(Cc3cccn3C)nnc2SCC(=O)N2CCc3ccccc32)cc1
assay / entry | 37 | 38 | 39 | 40 | 41 | 42
p53ts 39C kill | -9% | -12% | 2%[9.22 µM] | 16% | -5% | -8%
IkB signaling | ? | 1.8% | 0.0%[11.4 µM] | 0.9% | -0.9%[11.4 µM] | 3.0%
Peg3 imprint | -8%[10.9 µM] | -11% | -8%[10.9 µM] | 8%[10.9 µM] | · | -20%
p53ts 32C kill | 0% | -1% | 3%[9.22 µM] | 5% | 4% | 11%

43. Cc1cc(C)c2c(CC(=O)N(Cc3ccc(N(C)C)cc3)Cc3ccco3)coc2c1
44. CN(C(=O)NCc1noc2ccccc12)c1cccc(Cl)c1
45. O=C(O)c1ccc(CO)o1
46. O=C(Nc1ccc(F)cc1F)N1CCN(c2ncccn2)CC1
47. CCC(CCC(C)C1CCC2C3CC=C4CC(OC(C)=O)CC[C@@]4(C)C3CC[C@@]12C)C(C)C (stereo partly drawn)
48. CCOc1ccc(N(CC(=O)Nc2nccs2)S(=O)(=O)c2c(C)noc2C)cc1
assay / entry | 43 | 44 | 45 | 46 | 47 | 48
p53ts 39C kill | -18% | -13% | 1% | 5% | 4% | 4%
IkB signaling | ? | -1.9% | 0.5% | ? | · | 0.5%
Peg3 imprint | -19%[10.9 µM] | -7%[10.9 µM] | -1% | -28% | 10% | -24%
p53ts 32C kill | 7% | 3% | 0%[1.84 µM] | 1% | -1% | 20%

49. CCOc1ccccc1NC(=O)C1CCC(CNc2c(N3CCOCC3)c(=O)c2=O)CC1 (stereo not drawn)
50. C=CCSc1nnc(C)n1-c1ccc(Cl)cc1
51. CCN(CCCNC(=O)COc1cc(=O)n(CC)c2ccccc12)Cc1ccccc1
52. COC(=O)c1ccc(OCC2c3cc(OC)c(OC)cc3CCN2C(=O)c2ccc(F)cc2)cc1 (stereo not drawn)
53. Cc1ccc(C)c(NC(=O)CS(=O)(=O)c2c[nH]c3ccccc23)c1
54. O=C(NC1CCCCC1)N1CCc2[nH]c3ccccc3c2C1
assay / entry | 49 | 50 | 51 | 52 | 53 | 54
p53ts 39C kill | -5% | 6% | -18% | -18% | 4% | -4%
IkB signaling | 1.1% | 1.1% | 10% | ? | 2.8% | ?
Peg3 imprint | -14% | 1% | -16% | 17%[10.9 µM] | -7% | -17%
p53ts 32C kill | 4% | 3% | -15% | 7% | 7% | -4%

# From compound 52 to 53, as listed above:
52. COC(=O)c1ccc(OCC2c3cc(OC)c(OC)cc3CCN2C(=O)c2ccc(F)cc2)cc1 (stereo not drawn)
53. Cc1ccc(C)c(NC(=O)CS(=O)(=O)c2c[nH]c3ccccc23)c1
assay / entry | 52 | 53
p53ts 39C kill | -18% | 4%
IkB signaling | ? | 2.8%
Peg3 imprint | 17%[10.9 µM] | -7%
p53ts 32C kill | 7% | 7%

# Seven records picked at random from the list so far:
37. O=C(Cn1cc(SCc2ccccc2)c2ccccc21)N1CCCCC1
35. Cc1cc2nc(C)n3c4ccccc4nc3n2n1
13. O=C(Cn1cc(S(=O)(=O)N2CCN(c3ccccc3F)CC2)c2ccccc2c1=O)Nc1cccc(C(F)(F)F)c1
50. C=CCSc1nnc(C)n1-c1ccc(Cl)cc1
42. Cc1ccc(-n2c(Cc3cccn3C)nnc2SCC(=O)N2CCc3ccccc32)cc1
26. O=C1CCc2cc(S(=O)(=O)NCc3ccccc3)cc3c2N1CC3
34. OC(Cn1ccnc1)c1ccc(Cl)cc1Cl (stereo not drawn)
assay / entry | 37 | 35 | 13 | 50 | 42 | 26 | 34
p53ts 39C kill | -9% | -7% | -21% | 6% | -8% | 11% | -4%
IkB signaling | ? | 1.1% | ? | 1.1% | 3.0% | ? | 1.3%
Peg3 imprint | -8%[10.9 µM] | -15% | -6%[10.9 µM] | 1% | -20% | -6%[10.9 µM] | -4%
p53ts 32C kill | 0% | -13% | 7% | 3% | 11% | -7% | 5%

# The listing continues.
55. CCCC[P+](CCCC)(CCCC)Cc1ccc(NC(=O)[C@@H](Cc2ccc3ccccc3c2)NC(=NC2CCCCC2)NC2CCCCC2)cc1
56. Nc1ccccc1Nc1cc(-c2ccccc2)nn1-c1ccccc1
57. COc1cccc(CN2C(=O)CCC2(C)C(=O)NC2CCCCC2)c1 (stereo not drawn)
58. COc1ccc(NC(=O)CN2C(=O)COc3ccc(S(=O)(=O)N4CCOCC4)cc32)cc1
59. COc1ccc(-c2cnc(C)o2)cc1S(=O)(=O)Nc1ccc(F)cc1F
60. COc1ccc(CNC(=O)C(C#N)c2nc3ccccc3nc2N2CCCC2)cc1 (stereo not drawn)
61. CCC1CCCCN1C(=O)CSc1nc2c(cnn2-c2ccc(C)cc2)c(=O)[nH]1 (stereo not drawn)
62. COc1ccc(-c2nc(CSCC(=O)NCc3ccc4c(c3)OCO4)c(C)o2)cc1OC
assay / entry | 55 | 56 | 57 | 58 | 59 | 60 | 61 | 62
p53ts 39C kill | ? | -15% | -12% | 0% | 3% | -6% | 9% | -1%
IkB signaling | 0.9% | · | -2.7% | -3.2% | 0.0% | -2.0% | 3.6% | ?
Peg3 imprint | -8% | · | 0% | -10%[10.9 µM] | 17%[10.9 µM] | -8% | -3% | -15%
p53ts 32C kill | 12% | -2% | 3% | 10% | 1% | -1% | 4% | -4%

# Whole records as entered above. Order of values: p53ts 39C kill, IkB signaling, Peg3 imprint, p53ts 32C kill
# Profile of `COc1ccc(CNC(=O)C(C#N)c2nc3ccccc3nc2N2CCCC2)cc1` (stereo not drawn) → -6%, -2.0%, -8%, -1%
# Profile of `CCCC[P+](CCCC)(CCCC)Cc1ccc(NC(=O)[C@@H](Cc2ccc3ccccc3c2)NC(=NC2CCCCC2)NC2CCCCC2)cc1` → ?, 0.9%, -8%, 12%
